# Assay outcomes (PubChem)
# Myeloid diff MLP – promotes myeloid progenitor differentiation; ER-HoxA9 myeloid progenitors, lysozyme-GFP differentiation, flow cytometry; calls only at 10 µM; 360,000 compounds, 1% hits;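 active = normalized GFP-positive differentiation at or above the plate's own cutoff, the solvent-only control mean plus 3 SD; inconclusive = no clear call, values can overlap the other calls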;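 also: cells exposed to compound for four days before flow analysis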
# Myeloid diff MLP GFP+ MAC1+ % – further read-out of Myeloid diff MLP, marked with its call; GFP+ MAC1+ double positive, %; measured here: differentiation confirmed by MAC1 staining
# An asterisk follows results filed as active; i = inactive; ? = inconclusive; . = not tested or not shown; + = active, no number. This is a subset; count on the stated rates, not on these rows.
SMILES,Myeloid diff MLP,Myeloid diff MLP GFP+ MAC1+ %
COc1ccc(C2CC(c3cccc(F)c3)=NN2c2ccc(S(N)(=O)=O)cc2)cc1 (stereo not given),i,0.8
COc1cc2ccc(CC(N)=O)cc2cc1OC,i,0.7
O=C(NNC(=O)c1cccc(C(F)(F)F)c1)c1ccc(-n2cnnn2)cc1,?,.
C[C@@H]1CN([C@@H](C)CO)C(=O)CCCn2nncc2CO[C@H]1CN(C)S(=O)(=O)c1ccc(Cl)cc1,i,0.4
Cn1cc(S(=O)(=O)N2CCCC2)cc1C(=O)O,i,0.2
COc1ccc(C(=O)CSC(=S)N2CCCCC2)cc1,i,1.3
CN1OC[C@@H]2CN3C(=O)N(c4cccc5ccccc45)c4ccccc4[C@@H]3C[C@@H]21,i,0.8
COc1cccc(C(=O)N2CCN(Cc3nc(-c4ccoc4)oc3C)CC2)c1,i,0.5
Cc1ccc2cc3c(=O)n(C)cc(C=O)c3nc2c1,i,0.3
CCN(C(=O)CN1C(=O)NC2(CCC(C)CC2)C1=O)C1CCCCC1 (stereo not given),i,0.5
O=c1[nH][nH]c2cc([N+](=O)[O-])ccc12,i,0.6
COc1cc2c(c(O)c1OC)C1Cc3ccc(OC)c(OC)c3CN1CC2 (stereo not given),i,3.0
O=C1OCCN1C(=O)[C@H]1[C@H](c2ccccc2)C(c2ccc(F)cc2)=NN1c1ccccc1,i,3.5
Cc1ccc(NC(=O)CN(C)C(=O)COC(=O)c2ccc(NC(=O)CC#N)cc2)cc1,i,0.7
CCc1nc2ccc(C(=O)N3CCN(S(=O)(=O)CC)CC3)cn2c1N(C)CCC(C)C,i,1.1
CC(=O)Nc1cc(-c2cccc(C(=O)NCCN(C)C)c2)cn2c(-c3ccc(S(C)(=O)=O)cc3)cnc12,+,5.1*
Cc1ccc(C)c(NC(=O)COC(=O)c2ccc(S(=O)(=O)N3CCCC3)cc2)c1,i,1.1
CN(C(=O)CN1CCN(c2cc(-c3ccc(-c4ccccc4)cc3)ncn2)CC1)c1ccccc1,i,1.6
N#Cc1cccc(C(=O)Nc2ccc(S(=O)(=O)Nc3nccs3)cc2)c1,i,0.9
O=C1C=C(N2CCOCC2)c2cccc3cccc1c23,i,0.5

# Profiles, quoted from the list:
# Profile of CCc1nc2ccc(C(=O)N3CCN(S(=O)(=O)CC)CC3)cn2c1N(C)CCC(C)C : Myeloid diff MLP = i; Myeloid diff MLP GFP+ MAC1+ % = 1.1
# Profile of O=C(NNC(=O)c1cccc(C(F)(F)F)c1)c1ccc(-n2cnnn2)cc1 : Myeloid diff MLP = ?; Myeloid diff MLP GFP+ MAC1+ % = .
# Profile of Cc1ccc(C)c(NC(=O)COC(=O)c2ccc(S(=O)(=O)N3CCCC3)cc2)c1 : Myeloid diff MLP = i; Myeloid diff MLP GFP+ MAC1+ % = 1.1

# Carrying on:
SMILES,Myeloid diff MLP,Myeloid diff MLP GFP+ MAC1+ %
CCOC(=O)N(C)c1c(CC)nc2c(OCc3ccccc3)cccn12,i,0.4
Cc1ccc(NC(=O)COc2ccc(N(C)C(=O)C(C)(C)C)cc2)cc1S(=O)(=O)N1CCCCC1,i,1.0
CC(=O)NC(c1cccc(F)c1)c1nc(-c2cccc(F)c2)cs1 (stereo not given),i,0.2
O=C(CCCC(=O)NN=Cc1ccc(Cl)cc1Cl)NN=Cc1ccc(Cl)cc1Cl,i,0.7
COc1ccc(-c2oc3c(c2C(=O)OCCO)C(OCCO)CCC3)cc1 (stereo not given),i,0.8
COc1ccc(Cl)cc1-c1nc(SCC(=O)N(C)C2CCS(=O)(=O)C2)n[nH]1 (stereo not given),i,1.5
Cc1cc(Br)cn2c(Cc3ccsc3)c(-c3ccc(Cl)cc3)nc12,i,2.5
O=C(/C=C/[C@H]1O[C@@H](n2ccc(=O)[nH]c2=O)[C@H](O)[C@@H]1O)NC1CCN(Cc2ccccc2)C1 (stereo not given in full),i,0.4
Cc1nnsc1C(=O)N1CCCC(C)(C(=O)NS(=O)(=O)C2CC2)C1 (stereo not given),i,1.1
COc1cc(/C=C/C(=O)O)cc(S(=O)(=O)Nc2ccccc2C(=O)NCc2ccco2)c1OC,i,0.5
CCOC(=O)N(C)c1c(CC)nc2c(OCc3ccc(OC(F)F)cc3)cccn12,i,0.9
C#CCOc1ccc(/C=C2/C(=O)N(c3ccc(S(N)(=O)=O)cc3)N=C2C)cc1OC,i,0.3
CCCc1c(C(=O)N/N=C(\C)c2cc(C)sc2C)nnn1-c1nonc1N,i,1.1
CC1=C(C(=O)N2CCOCC2)CC(CC(=O)NCc2ccco2)C(=O)N1Cc1ccccc1 (stereo not given),?,.
CC(=O)Nc1cccc(Nc2cnccn2)c1,i,0.2
Nc1ccccc1-c1ccc(Cl)cc1,i,1.4
CC[C@@]1(C(=O)OC)N[C@H](CN(C)C(=O)c2ccccc2)[C@@H]2C(=O)N(C)C(=O)[C@@H]21,i,1.3
CCN(CC)c1ccc(C=NN2CCCCCC2)cc1,i,1.3
O=C(C1CC=CCC1)N1CCN(S(=O)(=O)c2ccc(F)cc2)CC1 (stereo not given),i,1.0
COc1ccc(N2C(=O)c3ccccc3NC(=O)C2C(=O)Nc2ccc3c(c2)OCCO3)cc1 (stereo not given),i,2.0

# Some of the entries so far, bar-delimited.
canonical_smiles | Myeloid diff MLP | Myeloid diff MLP GFP+ MAC1+ %
CCOC(=O)N(C)c1c(CC)nc2c(OCc3ccccc3)cccn12 | i | 0.4
Cc1ccc(NC(=O)COc2ccc(N(C)C(=O)C(C)(C)C)cc2)cc1S(=O)(=O)N1CCCCC1 | i | 1.0
CC(=O)NC(c1cccc(F)c1)c1nc(-c2cccc(F)c2)cs1 (stereo not given) | i | 0.2
O=C(CCCC(=O)NN=Cc1ccc(Cl)cc1Cl)NN=Cc1ccc(Cl)cc1Cl | i | 0.7

# 4 entries out of the list above, arranged by the value under Myeloid diff MLP GFP+ MAC1+ %, falling:
SMILES,Myeloid diff MLP GFP+ MAC1+ %
O=C1OCCN1C(=O)[C@H]1[C@H](c2ccccc2)C(c2ccc(F)cc2)=NN1c1ccccc1,3.5
Cc1nnsc1C(=O)N1CCCC(C)(C(=O)NS(=O)(=O)C2CC2)C1 (stereo not given),1.1
COc1cc2ccc(CC(N)=O)cc2cc1OC,0.7
Cc1ccc2cc3c(=O)n(C)cc(C=O)c3nc2c1,0.3

# (more compounds)
SMILES,Myeloid diff MLP,Myeloid diff MLP GFP+ MAC1+ %
c1ccc(Sc2ccncc2)cc1,i,0.9
O=C(NCC[C@@H]1CC[C@@H](NC(=O)c2cnccn2)[C@@H](CO)O1)c1ccc2c(c1)OCO2,i,1.7
COc1ccc(CNc2ccncc2)c(OC)c1OC,i,0.2
C[C@@H]1CN([C@@H](C)CO)C(=O)CCCn2nncc2CO[C@H]1CN(C)C(=O)Nc1cccc(Oc2ccccn2)c1,i,8.6
CC(C)c1ccc(NC(=O)COC(=O)CC2CCCC2)cc1,i,1.1
Nc1c(Br)cc(Br)c2c1[nH]c(=O)c1ccccc12,i,0.5
CCOc1ccccc1-c1ccc(C(=O)NCc2ccc(Cl)cc2)o1,i,3.0
O=[N+]([O-])c1ccc(COc2cccc(CN3CCCC3)c2)cc1,i,2.6
Cc1cc2nc[nH]c(=O)n2n1,i,0.4
CC1(CCc2ccccc2)NC(=O)N(CC(=O)N2CCc3ccccc32)C1=O (stereo not given),i,0.6
Cc1cc2oc(=O)cc(CN3CCCC3)c2cc1Cl,i,0.1
Cc1cccc(C(=O)OCC(=O)N2CCN(C(=O)c3ccco3)CC2)c1O,i,0.7
Cc1cccc(C)c1NC(=O)CN(C)C(=O)c1ccc(OCc2ccccc2)cc1,i,1.4
COc1ccc(NC(=O)COC(=O)CN2C(=O)C3CCCCC3C2=O)cc1 (stereo not given),i,1.1
Cn1c(=S)c2[nH]c(SCc3cccnc3)nc2n(C)c1=O,i,0.3
CSCc1ccc(C(=O)OCc2nc3ccccc3s2)o1,i,1.4
CCc1nc2ccc(C(=O)NCCc3ccccn3)cn2c1N(CCC(C)C)CCN(C)C,i,0.7
CN(C)S(=O)(=O)c1cc(NC(=O)COC(=O)c2nc(Cl)ccc2Cl)ccc1Cl,i,0.5
COC[C@H]1CCCN1[C@H]1CS(=O)(=O)N[C@@H]1COCc1ccccc1,i,0.4
CCOC(=O)CCCCCC(=O)Nc1ccc2c(c1)C(=O)N([C@@H](C)CO)C[C@@H](C)[C@H](CN(C)C(=O)Nc1ccccc1)OCCCC[C@H](C)O2,i,0.6
O=C1C=CC(=O)N1c1ccccc1N1C(=O)C=CC1=O,i,1.6
Cc1cccc(C(=O)Nc2cc(S(=O)(=O)N3CCOCC3)ccc2N2CCCC2)c1,i,0.8
COc1cc(C(C)=NNC(=O)c2ccncc2)ccc1O,i,1.0
CN(C(=O)CSc1nnc(-c2ccco2)n1C)C1CCCCC1,i,0.7
CCCCN1C(=N)N([C@@H](C)CN2CCC[C@H]2CN2C(N)=NC[C@H]2C(C)C)C[C@H]1[C@H](C)CC,i,1.2
OCCN(CCO)c1cc2c3ccccc3ccc2c2ccccc12,i,0.5
Cc1ccccc1-c1cc(C(=O)NCc2cccc(C(F)(F)F)c2)n(CC2CC(c3cccnc3)=NO2)n1 (stereo not given),i,1.1
COc1ccc(CN2C(=O)C(CC(=O)NCc3cccs3)CC(C(=O)N(C(C)C)C(C)C)=C2C)cc1 (stereo not given),i,0.1
COCCNC(=O)C1(C)CCCN(C(=O)c2ccc(OC)cc2OC)C1 (stereo not given),i,1.1
O=C1CCN(c2ccccc2)N1,i,1.2
CCOC(=O)C1=CN(Cc2ccc(Br)cc2)S(=O)(=O)NC1C (stereo not given),i,0.1
COc1cc(C(=O)N2CC(=O)Nc3ccccc32)cc(OC)c1OC,i,1.3
COc1ccc(S(=O)(=O)N2CCCCC2c2cc(C(=O)Nc3ccc4c(c3)OCO4)no2)cc1 (stereo not given),i,0.2
COc1ccc(CNC(=O)c2ccc(-c3ccc(F)c(F)c3)c3ccoc23)cc1OC,i,0.6
CCCn1c(N)c(C(=O)CSc2ncn[nH]2)c(=O)n(C)c1=O,i,2.2
O=C(OCc1cn([C@@H]2C[C@H](c3ccc(Cl)cc3)N(C(=O)C3CCCCC3)C[C@H]2O)nn1)c1ccccc1,i,0.7
COc1ccc(Cc2cc(NCc3ccccc3)c3ncn(C(C)C)c3c2)cc1,i,1.1
O=C(Cc1ccc(NC(=O)C2CCCN(C(=O)C3CC3)C2)cc1)Nc1cccc(C(=O)N2CCCC2)c1 (stereo not given),i,0.6
COc1ccc2c(c1)CCc1cnoc1-2,i,1.4
N#CC(C#N)=C1SC(=Nc2ccccc2)C(=Nc2ccccc2)N1c1ccccc1,i,1.0
Nc1cc(=O)c2[nH]cnc2[nH]1,i,0.5
CCCCn1c(=S)[nH]c2cc(S(=O)(=O)N3CCOCC3)ccc21,i,1.7
C#CCNC(=O)C[C@@H]1C[C@@]2(C(=O)OC)CC(C)(C)CC=C2N(Cc2ccccc2)C1=O,i,2.0
CC(C)C[C@@H](CN1CCC[C@@H]1CN1C(=S)NC[C@@H]1Cc1ccccc1)N1C[C@H](Cc2ccc(O)cc2)N(CCc2ccccc2)C1=S,i,1.0
CSc1ccc(OC2(C)CCN(Cc3ccc(C(C)C)cc3)C2)cc1 (stereo not given),i,1.2
C[C@H]1CN([C@@H](C)CO)C(=O)CCCn2nncc2CO[C@H]1CN(C)S(=O)(=O)c1ccc(Cl)cc1,i,0.6
CC(C)(C)OC(=O)C[C@H]1C/C=C\C[C@@H](CC(=O)N[C@@H](CO)Cc2ccccc2)C(=O)N2CCC[C@@H]2COC1=O,i,1.5
COCOc1cccc(CN2CCC2(C)C(=O)Nc2ccc3c(c2)OCO3)c1 (stereo not given),i,1.4
Cc1ccc(C(=O)NCC(=O)OCC(=O)Nc2cc(S(=O)(=O)N3CCOCC3)ccc2Cl)s1,i,0.5
CC(c1ccon1)N(C)C(=O)c1cccc(OC2CCN(S(C)(=O)=O)CC2)c1 (stereo not given),i,0.8
O=C(NC(=S)Nc1ccccc1Br)C1CCCCC1,i,0.9
O=C(CCN=C1NS(=O)(=O)c2ccccc21)NCc1ccccc1F,i,0.3
Cc1noc(C)c1NC(=O)Nc1ccc2c(c1)C(=O)N([C@H](C)CO)C[C@H](C)[C@@H](CN(C)C(=O)Nc1ccccc1)O2,i,1.9
COc1ccc(C(=O)N2CCN(S(=O)(=O)c3ccc4c(c3)OCCO4)CC2)cc1,i,0.8
CCCCNC(=O)C(C)N(CCN(C)C)C(=O)CCCCCN1C(=O)NC(c2ccc(Cl)cc2)C(C(=O)OCc2ccccc2)=C1C (stereo not given),i,1.5
CN(CC(=O)Nc1c(Cl)cccc1Cl)C(=O)c1ccc(NS(=O)(=O)c2ccc3[nH]c(=O)[nH]c3c2)cc1,i,0.7
CCOP(=O)(OCC)C(Cc1ccccc1)N=C(c1ccccc1)c1ccccc1 (stereo not given),i,1.0
CCc1nc2c(OCc3ccc(Cl)cc3Cl)cccn2c1N(C)C(=O)c1ccccc1F,i,0.4
CCc1nc2ccc(C(=O)Nc3cccc(OC)c3)cn2c1N(CC)CCOC,i,0.8
